GIRK2 activator: activators of NPY4-receptor-primed GIRK2 channels, summary, cell-based, HEK293, thallium flux | activation (% efficacy), % for hits at 37.5 µM | 34,000 tested, under 10 active | HEK293 GIRK2/NPY4 cells, thallium flux fluorescence | AID 1259324, 2017 | G protein-activated inward rectifier potassium channel 2 (Homo sapiens), P48051;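 active = primary screen hit, no activity in plain HEK293 cells, and in GIRK2-only cells above 5% efficacy rising with concentration; inactive = the rest, including fluorescent compounds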;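 note: efficacy is normalized control-subtracted fluorescence 15 s after thallium addition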
Target sequence (P48051 whole entry, looked up): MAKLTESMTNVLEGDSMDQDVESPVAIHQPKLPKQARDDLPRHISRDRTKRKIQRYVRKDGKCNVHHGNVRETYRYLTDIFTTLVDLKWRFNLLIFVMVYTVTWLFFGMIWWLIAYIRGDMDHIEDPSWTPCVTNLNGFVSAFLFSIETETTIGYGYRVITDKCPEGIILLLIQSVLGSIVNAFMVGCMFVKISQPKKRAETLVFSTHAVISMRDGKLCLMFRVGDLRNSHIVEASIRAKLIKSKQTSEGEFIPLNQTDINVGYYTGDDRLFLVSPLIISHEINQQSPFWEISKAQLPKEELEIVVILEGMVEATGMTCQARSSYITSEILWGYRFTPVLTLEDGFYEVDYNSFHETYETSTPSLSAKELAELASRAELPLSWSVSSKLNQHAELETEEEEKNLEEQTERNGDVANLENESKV
Calls only; i = inactive.

SMILES	GIRK2 activator
O=C(NCCC(O)c1cccs1)c1ccccn1 (configuration not stated)	i
O=C(c1c(F)cccc1F)N1CCN(C(=O)c2cnn3ccccc23)CC1	i
O=C(Cc1csc(-n2cccc2)n1)Nc1ccc(F)c(C(F)(F)F)c1	i
COc1cc(OC)cc(C(=O)NCCOc2ccc3nnc(-c4cccc(F)c4)n3n2)c1	i
CC1CN(c2ccnc3c2c(=O)n(C)c(=O)n3C)CC(C)O1 (configuration not stated)	i
Cc1ccc(-c2nnc(NC(=O)c3cccc(Br)c3)o2)cc1C	i
CCCCOC(=O)c1ccc(NC2C=CS(=O)(=O)C2)cc1 (configuration not stated)	i
C#CCn1c(=NC(=O)C2CCCN2S(C)(=O)=O)sc2cc(F)cc(F)c21 (configuration not stated)	i
COc1ccc(C(=O)CSc2nc(CC(=O)N3CCN(S(C)(=O)=O)CC3)cs2)cc1	i
Cn1nc(NC(=O)c2ccc(F)cc2F)c2c1NC(=O)CC2c1ccco1 (configuration not stated)	i
COCC(=O)NCC1(c2cccs2)CCOCC1	i
O=C(/C=C/c1ccco1)NC(=S)Nc1ccccc1C(=O)NCc1ccco1	i
COc1cc(NC(=O)c2nnn(-c3cc(Cl)c(OC)cc3OC)c2C)cc(OC)c1	i
Cc1nnc(C2CCN(CC(=O)Nc3ccc4c(c3)OCCO4)CC2)s1	i
Cc1nn(C2CCS(=O)(=O)C2)c2nc(-c3cccs3)cc(C(=O)NC3CCCC3)c12 (configuration not stated)	i
Cc1cc(N2CCN(c3cccc(Cl)c3)CC2)nc(-n2cc([N+](=O)[O-])cn2)n1	i
CCOC(=O)N1CCN(C(=O)c2cnc3n(c2=O)CCS3)CC1	i
COc1ccc(CNC(=O)N2CCCN(CCn3cccn3)CC2)cc1	i
Cc1cc(C(=O)NC2CC(C)(C)NC(C)(C)C2)c(C)o1	i
c1ccc(-n2ncc3c(NC4CCCCCC4)nnnc32)cc1	i
CNC(=O)Cc1ccc(NC(=O)c2ccc(-c3ccccc3)cc2)cc1	i
COc1cc(C)c(C)cc1S(=O)(=O)NCCC(O)c1ccco1 (configuration not stated)	i
Cc1ccc(Cl)cc1N1CCN(C(=O)C2CC(=O)c3ccccc32)CC1 (configuration not stated)	i
O=C(COc1ccccc1)N1CCCC(c2nnc(Cc3ccc(F)cc3)o2)C1 (configuration not stated)	i
O=C(Nc1ccc(SCC(=O)N2CCc3ccccc32)nn1)c1ccccc1	i
COCc1cc(=O)[nH]c2cc(NC(=O)Cc3c[nH]c4ccccc34)ccc12	i
CCN1CCC2(CC1)Oc1ccc(Br)cc1C1CC(c3cccs3)=NN12 (configuration not stated)	i
CCc1ccccc1NC(=O)CCCn1nc(-c2ccc(OC)c(OC)c2)ccc1=O	i
CC(C)S(=O)(=O)Nc1ccc2c(c1)CN(C(=O)C1CC1)CC2	i
CCCNC(=O)CSc1cc(N2CCN(c3ccccc3F)CC2)ncn1	i
COc1ccccc1C(=O)NCCCCN1CCOC(c2ccccc2)C1 (configuration not stated)	i
COCCCn1c(C(=O)Nc2ccccc2C(=O)OC)cc2c(=O)n(C)c(=O)n(C)c21	i
O=C(C1=COCCO1)N1CCN(c2ccccc2)CC1	i
Cn1c(=O)[nH]c(=O)c2c1nc(Br)n2CCCl	i
Cn1nc(-c2ccccc2)cc1C(=O)NCC#CCN1CCc2ccccc2C1	i
CC(C)c1ccc(N2C(=O)C3N=NN(CC(=O)Nc4cccc(Cl)c4)C3C2=O)cc1 (configuration not stated)	i
CCc1ccccc1NC(=O)C(=O)NCC1CCN(Cc2ccco2)CC1	i
COc1ccc(CCC(=O)Nc2cc(-n3c(C)nc4ccccc4c3=O)ccc2F)cc1	i
Cc1cc(C(=O)N(CC2CCCO2)c2nc3c(C)ccc(Cl)c3s2)on1 (configuration not stated)	i
CCCNC(=O)c1ccc2c(=O)n(CC3CCCO3)c(SCC#N)nc2c1 (configuration not stated)	i
O=C(COc1ccc(C(=O)c2ccccc2)cc1)NCCn1nc(-c2cccs2)ccc1=O	i
COC(=O)c1ccccc1NC(=O)CSc1nc2c(-c3ccccc3)c[nH]c2c(=O)n1C	i
COc1cc(/C=C/C(=O)NCCc2ccsc2)cc(OC)c1OC	i
COc1ccc(C)cc1NC(=O)NCCNc1cc(-n2nc(C)cc2C)ncn1	i
CC(C)(C)n1nc2c(c1-n1cccc1)CN(C(=O)c1c[nH]c3ccccc13)C2	i
O=C(NCC(O)(c1cccs1)C1CC1)C1COc2ccccc2O1 (configuration not stated)	i
COc1ccc(Cl)cc1C(=O)NCC(O)(c1ccco1)C1CC1 (configuration not stated)	i
Cc1cc(N2CCCCC2)n2ncc(-c3ccc(Cl)cc3)c2n1	i
O=C(Cn1nc(-c2ccco2)c2sc(N3CCCCC3)nc2c1=O)Nc1ccc2c(c1)OCO2	i
CCn1nnc2c(N3CCN(C(=O)Nc4ccc(Cl)c(Cl)c4)CC3)ncnc21	i
CC(C)(C)NC(=O)N1CCC(c2nnc(C3CC3)o2)CC1	i
O=C(CCc1csc(NS(=O)(=O)c2ccccc2)n1)N1CCN(Cc2ccccc2)CC1	i
Cc1ccc(-n2nnc3c(N4CCN(C(=O)c5cc(=O)c6ccccc6o5)CC4)ncnc32)cc1	i
Cc1nnc(CNC(=O)C(=O)NCCc2ccccc2)o1	i
O=C(CCN1C(=O)c2ccccc2S1(=O)=O)Nc1nccs1	i
O=c1[nH]nc(SCc2nc(-c3ccc4c(c3)OCO4)no2)n2nc(-c3cccs3)cc12	i
Cc1noc(CNC(=O)c2c(F)cccc2Cl)n1	i
COc1ccc(OC)c(-c2ccc(=O)n(CC(=O)Nc3ccc(C(C)=O)cc3)n2)c1	i
O=C(NCC1CCCO1)N1CCOCC1 (configuration not stated)	i
COc1ccc(S(=O)(=O)N2CCCC2C(=O)NC2=NCCS2)cc1 (configuration not stated)	i

(cont.)
SMILES	GIRK2 activator
COCC(=O)N1CCCc2ccc(NC(=O)Nc3ccc4c(c3)OCO4)cc21	i
CCOC(=O)C1CCN(C(=O)Cc2cc(-c3ccccc3F)on2)CC1	i
CC(Sc1nnnn1-c1ccccc1)C(=O)N(C)Cc1cc(=O)[nH]c2ccccc12 (configuration not stated)	i
Cc1ccc(=O)n(CCNC(=O)C2CC(=O)N(c3ccc(C)c(C)c3)C2)n1 (configuration not stated)	i
O=C(NCCC(O)c1cccs1)C1(c2ccccc2)CCOCC1 (configuration not stated)	i
CCOC(=O)Nc1nc(CC(=O)N2CCN(c3ccccc3F)CC2)cs1	i
Cc1ccc(-c2ccc(=O)n(CCCC(=O)Nc3ccc(S(N)(=O)=O)cc3)n2)cc1	i
CCCCOc1ccc(NC(=O)Nc2ccccc2NC(=O)c2ccncc2)cc1	i
O=C(COc1ccc2ccccc2c1)Nc1cccc(N2CCCC2=O)c1	i
Cc1noc(C2CN(C(=O)COc3cccc4c3OC(C)(C)C4)C2)n1	i
CCN(CC)CCCN1C(=O)C(=O)C(=C(O)c2ccc(OC)c(Cl)c2)C1c1ccco1 (configuration not stated)	i
Cc1ccc(Oc2ccc(NC(=O)Cc3c[nH]c4ccccc34)cc2)nn1	i
CC(C)c1cc(=O)[nH]c(-n2nc(C3CC3)cc2NC(=O)COc2ccc3ccccc3c2)n1	i
Cc1cc(N(C)C)nc(-n2cc([N+](=O)[O-])cn2)n1	i
CCC(=O)N(C)c1ccc(Oc2ccc(C)nn2)cc1	i
O=C(Cc1ccc(Cl)cc1)NCCCN1CCOC(c2ccccc2)C1 (configuration not stated)	i
Cc1nc(Nc2cccc(F)c2)nc(N2CCCC2)c1[N+](=O)[O-]	i
COCC(=O)Nc1cc(-c2cn3nc(OC)ccc3n2)ccc1OC	i
COCCNC(=O)c1sc2c(cnc3ccc(OC)cc32)c1-c1ccccc1	i
COc1ccc(N2CCN(C(=O)c3cc(C(F)(F)F)cc(C(F)(F)F)c3)CC2)nn1	i
Cc1ccc(-c2nc3c(C)cc(C)cc3c(=O)o2)cc1	i
Cc1cccc(Nc2ccc(N3CCN(S(=O)(=O)N(C)C)CC3)nn2)n1	i
COc1ccc(OC)c(N2CC(C(=O)Nc3ccc(F)cc3)CC2=O)c1 (configuration not stated)	i
COc1cn(CC(=O)Nc2ccc(Br)cc2)c(CSc2nccn2C)cc1=O	i

16 of the compounds above, as a markdown table:
| compound | GIRK2 activator |
| --- | --- |
| O=C(NCCC(O)c1cccs1)c1ccccn1 (configuration not stated) | i |
| O=C(c1c(F)cccc1F)N1CCN(C(=O)c2cnn3ccccc23)CC1 | i |
| O=C(Cc1csc(-n2cccc2)n1)Nc1ccc(F)c(C(F)(F)F)c1 | i |
| COc1cc(OC)cc(C(=O)NCCOc2ccc3nnc(-c4cccc(F)c4)n3n2)c1 | i |
| CC1CN(c2ccnc3c2c(=O)n(C)c(=O)n3C)CC(C)O1 (configuration not stated) | i |
| Cc1ccc(-c2nnc(NC(=O)c3cccc(Br)c3)o2)cc1C | i |
| CCCCOC(=O)c1ccc(NC2C=CS(=O)(=O)C2)cc1 (configuration not stated) | i |
| C#CCn1c(=NC(=O)C2CCCN2S(C)(=O)=O)sc2cc(F)cc(F)c21 (configuration not stated) | i |
| COc1ccc(C(=O)CSc2nc(CC(=O)N3CCN(S(C)(=O)=O)CC3)cs2)cc1 | i |
| Cn1nc(NC(=O)c2ccc(F)cc2F)c2c1NC(=O)CC2c1ccco1 (configuration not stated) | i |
| COCC(=O)NCC1(c2cccs2)CCOCC1 | i |
| O=C(/C=C/c1ccco1)NC(=S)Nc1ccccc1C(=O)NCc1ccco1 | i |
| COc1cc(NC(=O)c2nnn(-c3cc(Cl)c(OC)cc3OC)c2C)cc(OC)c1 | i |
| Cc1nnc(C2CCN(CC(=O)Nc3ccc4c(c3)OCCO4)CC2)s1 | i |
| Cc1nn(C2CCS(=O)(=O)C2)c2nc(-c3cccs3)cc(C(=O)NC3CCCC3)c12 (configuration not stated) | i |
| Cc1cc(N2CCN(c3cccc(Cl)c3)CC2)nc(-n2cc([N+](=O)[O-])cn2)n1 | i |

(continued)
SMILES	GIRK2 activator
CC1Cc2c(NC(=O)COc3ccc(Cl)cc3)nn(C)c2NC1=O (configuration not stated)	i
OC(COc1c(F)cc(Br)cc1F)CN1CCN(c2ccc(F)cc2)CC1 (configuration not stated)	i
COc1ccc(C)cc1S(=O)(=O)NCCN1CCC(c2cccs2)CC1	i
O=C(COc1ccccc1)N1CCC(CNC(=O)C2(c3cccs3)CCCC2)CC1	i
N#Cc1ccccc1NC(=O)C(=O)NCC1CCN(Cc2cccs2)CC1	i
COCCn1c(SCC(=O)c2ccccc2)nc2cc(C(=O)OC)ccc2c1=O	i
COc1ccc(NC(=O)Cn2cc(-c3ccccc3)c(N3CCOCC3)n2)cc1OC	i
COc1cc(OC)cc(-c2noc(CCn3c(=O)[nH]c4ccccc4c3=O)n2)c1	i
NS(=O)(=O)c1ccc(CCNC(=O)C2CCCN(C(=O)NC3CC3)C2)cc1 (configuration not stated)	i
CC(=O)c1ccc(NC(=O)c2csc(Nc3cccc(Cl)c3)n2)cc1	i
COc1ccc2nc(-c3ccc(NC(=O)Nc4cccs4)cc3)cn2n1	i
Cc1ccc(NC(=O)Cn2cnc(C(C)C)cc2=O)c(C)c1	i
CCOC(=O)c1c(NC(=O)c2ccc(S(=O)(=O)N(C)C3CC3)cc2)sc2c1CCN(CC)C2	i
O=C(Nc1ccc(CC(=O)N2CCCC2)cc1)c1ccccc1C(F)(F)F	i
COc1ccc(NC(=O)c2ccccc2C(F)(F)F)cc1N1CCCCC1=O	i
COc1cccc(CNC(=O)c2csc(Nc3ccccc3)n2)c1	i
COc1ccccc1CNC(=O)C(=O)NCCC1=CCCCC1	i
Cc1cccc(Nc2ccc(N3CCN(C(=O)C(C)(C)C)CC3)nn2)n1	i
Cc1ccc(CNC(=O)c2ccc3c(=O)n4c(nc3c2)SCC4)cc1	i
CSc1ccccc1NC(=O)Cc1cc(=O)oc2cc(C)ccc12	i
COc1ccc(Nc2nc(N3CCCC(C)C3)nc3[nH]ncc23)cc1 (configuration not stated)	i
O=C(Cc1ccc(NC(=O)Cc2ccc(Cl)cc2)cc1)NCc1cccs1	i
NC(=O)C1Cc2ccccc2N1C(=O)c1ccc([N+](=O)[O-])cc1 (configuration not stated)	i
O=C(c1cnn2ccccc12)N1CCN(C(=O)C2(c3ccc(Cl)cc3)CCCC2)CC1	i
Cc1noc(C)c1CN1CCN(S(=O)(=O)CCN2C(=O)CCCC2=O)CC1	i
COc1ccc(C(=O)C2C(=O)N(c3ccccc3)N=C2C)c(OC)c1 (configuration not stated)	i
CCn1ccc(C(=O)N(CC2CCCO2)c2nc3c(C(C)C)cccc3s2)n1 (configuration not stated)	i
CC(NC(=O)C(=O)NCC(C)(O)c1ccccc1)c1ccccc1 (configuration not stated)	i
O=C(CSc1nnc(-c2ccncc2)o1)NC1CCCC1	i
COc1ccc(Cl)cc1S(=O)(=O)NCC1(c2cccs2)CCCC1	i
CCCN1C(=O)NC2(CCN(C(=O)c3ccc(-c4ccccc4)cc3)CC2)C1=O	i
COc1ccc(CNc2nc(=S)[nH]c3ccccc23)cc1	i
O=S(=O)(c1ccc(F)c(Cl)c1)N1CCC(Cn2cnc3ccccc32)CC1	i
Cc1cc(NC(=O)C(=O)NCc2nc(-c3ccccc3)no2)no1	i
COC(=O)c1ccc(C(=O)OC)c(NC(=O)CN2C(=O)c3ccccc3S2(=O)=O)c1	i
COc1cccc(C(=O)Nc2ccc(C)c(N3CCCCC3=O)c2)c1OC	i
COc1ccccc1NC(=O)CCCn1nc(-c2cccs2)ccc1=O	i
Cc1cc(C)n(-c2ccc(=O)n(CCNC(=O)c3ccncc3)n2)n1	i
CCc1cccc2sc(NC(=O)c3ccc(S(=O)(=O)C(C)C)cc3)nc12	i
C#CCn1c(=NC(=O)c2ccnn2C)sc2c(OC)ccc(OC)c21	i
Cc1nc(N2CCN(c3ccccc3)CC2)nc(N2CCCC2)c1[N+](=O)[O-]	i
CCOC(=O)CCC(=O)NCC1(c2ccc(OC)cc2)CCCC1	i
CCOC(=O)Nc1nc(CC(=O)NCc2ccc(C)cc2)cs1	i

An excerpt (hit frequency here may not be typical).
